FEN1 inh: blocks human flap endonuclease 1; hit rate 0.35% among 390,000; Potency, µM (titrated, usually from 114 µM), inactives show at the top dose activity change, negative = inhibition, hits mostly inhibitors; Recombinant FEN1 flap cleavage, fluorescence, 15 min; AID 588795; P39748; further: nearly all actives have a fitted effect of over 65% in size
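With each library titrated from low to high concentration, compounds met 10 nM FEN1 for 15 min at room temperature before 50 nM substrate was added; readings at 0 and 15 min fed four-parameter Hill curve fits.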
KAT2A inh: GCN5L2 (KAT2A) acetyltransferase inhibition | Q92830 | AID 504327 | Potency, µM (highest dose often 58.9 µM), inactives show top-dose activity change, negative = inhibition, hits mostly inhibitors | GCN5L2 HAT assay, ThioGlo1 CoA-SH fluorescence | hit rate 0.21% among 390,000
Target sequence (Q92830 whole entry, looked up): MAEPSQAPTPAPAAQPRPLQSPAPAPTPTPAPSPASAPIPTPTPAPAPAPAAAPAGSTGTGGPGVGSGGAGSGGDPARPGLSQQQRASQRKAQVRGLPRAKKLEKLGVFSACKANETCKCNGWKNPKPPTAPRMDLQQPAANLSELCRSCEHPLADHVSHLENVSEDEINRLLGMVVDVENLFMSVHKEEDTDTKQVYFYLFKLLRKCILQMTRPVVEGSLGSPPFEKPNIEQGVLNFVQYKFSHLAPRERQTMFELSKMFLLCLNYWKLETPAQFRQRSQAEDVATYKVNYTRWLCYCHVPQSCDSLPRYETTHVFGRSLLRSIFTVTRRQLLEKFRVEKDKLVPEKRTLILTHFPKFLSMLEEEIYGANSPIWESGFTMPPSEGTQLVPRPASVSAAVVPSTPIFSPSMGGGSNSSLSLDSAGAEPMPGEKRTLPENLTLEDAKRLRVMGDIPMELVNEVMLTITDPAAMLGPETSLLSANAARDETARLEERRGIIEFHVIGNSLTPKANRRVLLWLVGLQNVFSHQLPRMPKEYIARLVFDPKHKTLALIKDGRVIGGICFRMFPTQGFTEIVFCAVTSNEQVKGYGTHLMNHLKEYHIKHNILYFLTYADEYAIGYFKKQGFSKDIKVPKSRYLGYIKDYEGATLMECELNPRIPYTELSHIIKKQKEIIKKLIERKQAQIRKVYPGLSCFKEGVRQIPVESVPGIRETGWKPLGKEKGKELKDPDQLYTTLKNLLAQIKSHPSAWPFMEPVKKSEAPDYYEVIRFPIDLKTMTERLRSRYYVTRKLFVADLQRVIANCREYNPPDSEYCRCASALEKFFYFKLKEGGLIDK
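Fluorescence readout, Ex340nm/Em540nm: ThioGlo1 (50uM final) reacts with free CoA thiol released as 20nM GCN5L2 acetylates H3(1-25) peptide (75uM) using acetyl-CoA (70uM). Compound and enzyme sat 15 min beforehand; 20 min room-temperature reaction.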
DT40 TDP1 CPT: growth inhibition of DT40 Tdp1-/-;hTDP1 cells with camptothecin (screen for TDP1 inhibitors); chicken DT40 Tdp1-/-;hTDP1 cells + 20 nM CPT, ATP luminescence, 48 h; hit rate 12% among 420,000; Potency, µM (top dose mostly 46.2 µM), inactives show top-dose activity change, negative = growth inhibition, actives largely listed as inhibitors; further: nearly all actives have a fitted effect of over 55% in size
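Chicken DT40 Tdp1-/- cells complemented with human TDP1, 400 cells/well, exposed to compounds plus 20 nM camptothecin for at least 48 h at 37 C; viability read as ATP content by CellTiter-Glo luminescence.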
The depositor's hits bear a star; [ ] = another dose, or the depositor's remark. The call rests on the fitted dose curve; in most records, active means well fitted curve in the direction sought with a large enough effect; inconclusive means small, poorly fitted or top-dose-only effect, or another doubt; inactive means no such curve, though single readings can be large; an effect the other way counts as inactive or inconclusive. On the % scale 0 is the no-effect control and ±100 the full control effect; potency means the concentration at half of the fitted maximal effect. These rows are one share of the data (hit frequency here may not be typical).

Results for O=C(NN=Cc1ccccc1)C(Oc1ccccc1)c1ccccc1 (stereo not given) ?
FEN1 inh: -12%; DT40 TDP1 CPT: inconclusive

How did CCOc1cc(N2CCOCC2)c(OCC)cc1NC(=O)c1ccc(OC)c(S(=O)(=O)N2CCOCC2)c1 do in these assays?
FEN1 inh: 8%; KAT2A inh: 0%; DT40 TDP1 CPT: -24%

What do the screens show for `Cc1ccc(S(=O)(=O)Nc2nc(C)cc(-n3nc(C)cc3C)n2)cc1`?
FEN1 inh: -5%; KAT2A inh: -15%; DT40 TDP1 CPT: -29%

What do the screens show for `CCC(CC)C(=O)c1c[nH]c(C(=O)NCc2ccccc2)c1`?
FEN1 inh: 4%; KAT2A inh: 1%; DT40 TDP1 CPT: -28%

Results for CC(C)N1CCN(C(=O)c2ccc([N+](=O)[O-])cc2)CC1 ?
FEN1 inh: 16%; DT40 TDP1 CPT: 5%

What do the screens show for `N#Cc1ccc(COC(=O)c2ccc(N3CCCC3)c([N+](=O)[O-])c2)cc1`?
FEN1 inh: -1%; KAT2A inh: -15%; DT40 TDP1 CPT: 1%

What do the screens show for `Cc1cc(C)n2nc3nc(N4CCCC4)nc(-c4ccccc4)c3c2n1`?
FEN1 inh: 3%; KAT2A inh: -1%; DT40 TDP1 CPT: -29%

Results for O=C1C(c2ccc(F)cc2)N(Cc2ccc3c(c2)OCO3)C(=O)CN1C1CCCC1 (stereo not given) ?
FEN1 inh: 13%; KAT2A inh: -8%; DT40 TDP1 CPT: inconclusive

Results for CCCOc1ccc(N2C(=O)CC(SC(=NCC)NCC)C2=O)cc1 (stereo not given) ?
FEN1 inh: -16%; KAT2A inh: 1%; DT40 TDP1 CPT: 4%

Results for Oc1c(Cl)cccc1C=Nc1cc(C(F)(F)F)ccc1N1CCCC1 ?
FEN1 inh: -20%; KAT2A inh: -8%; DT40 TDP1 CPT: inconclusive

What do the screens show for `COc1cccc(N(CC(=O)N2CCC(C)CC2)S(=O)(=O)c2ccc(C)cc2)c1`?
FEN1 inh: -13%; KAT2A inh: 12%; DT40 TDP1 CPT: 21µM*

What do the screens show for `C=COCCn1c(=N)n(CCC)c2ccccc21`?
FEN1 inh: 10%; KAT2A inh: -5%; DT40 TDP1 CPT: inconclusive

How did CN1CCN(c2ccc(NC(=O)COc3ccc4ccccc4c3)cc2)CC1 do in these assays?
FEN1 inh: -21%; KAT2A inh: -9%; DT40 TDP1 CPT: inconclusive

How did O=C1Nc2ccc(I)cc2C1=Cc1cc(Br)c(O)c(Br)c1 do in these assays?
FEN1 inh: 35µM*; DT40 TDP1 CPT: 10µM*

Results for O=C(COc1ccc(Cl)cc1Cl)N/N=C/c1ccc[nH]1 ?
FEN1 inh: 3%; KAT2A inh: 0%; DT40 TDP1 CPT: inconclusive

What do the screens show for `CCOC(=O)Cc1nnc(NC(=O)CSc2ccccc2)s1`?
FEN1 inh: 1%; KAT2A inh: -10%; DT40 TDP1 CPT: 4%

What do the screens show for `F[B-](F)(F)COCc1ccccc1Br`?
FEN1 inh: -5%; DT40 TDP1 CPT: 12%

What do the screens show for `CN1C(=S)SC(/[N+]([O-])=C\c2ccccc2)C1(C)C` (stereo not given)?
FEN1 inh: 0%; KAT2A inh: -9%; DT40 TDP1 CPT: -3%

How did CCn1c2ccccc2c2cc(NC(=O)CN(C)CC(=O)Nc3ccc(N4CCOCC4)cc3)ccc21 do in these assays?
FEN1 inh: 6%; KAT2A inh: -2%; DT40 TDP1 CPT: inconclusive

How did CC1(C)O[C@@H](CC(=O)O)[C@]23CO[C@H](C(=O)[C@]4(C)C2CC[C@@]2(C)[C@H](c5ccoc5)OC(=O)C5O[C@]524)[C@@H]13 (stereo not given in full) do in these assays?
FEN1 inh: 1%; KAT2A inh: -2%; DT40 TDP1 CPT: -5%

At a glance, 4 of the compounds above.
What do the screens show for `F[B-](F)(F)COCc1ccccc1Br`?
FEN1 inh: -5%; DT40 TDP1 CPT: 12%

What do the screens show for `CN1C(=S)SC(/[N+]([O-])=C\c2ccccc2)C1(C)C` (stereo not given)?
FEN1 inh: 0%; KAT2A inh: -9%; DT40 TDP1 CPT: -3%

How did CCn1c2ccccc2c2cc(NC(=O)CN(C)CC(=O)Nc3ccc(N4CCOCC4)cc3)ccc21 do in these assays?
FEN1 inh: 6%; KAT2A inh: -2%; DT40 TDP1 CPT: inconclusive

How did CC1(C)O[C@@H](CC(=O)O)[C@]23CO[C@H](C(=O)[C@]4(C)C2CC[C@@]2(C)[C@H](c5ccoc5)OC(=O)C5O[C@]524)[C@@H]13 (stereo not given in full) do in these assays?
FEN1 inh: 1%; KAT2A inh: -2%; DT40 TDP1 CPT: -5%

Next entries:
What do the screens show for `Cc1csc(SCC(=O)c2ccc(S(=O)(=O)N3CCOCC3)cc2)n1`?
FEN1 inh: -14%; KAT2A inh: -9%; DT40 TDP1 CPT: -15%

Results for CCCCN(CC)c1ncnc2c1sc1nc(N3CCOCC3)c3c(c12)CCCC3 ?
FEN1 inh: -5%; KAT2A inh: -9%; DT40 TDP1 CPT: 2%

How did Cn1cc(-c2nc3cncnc3n(CCN)c2=O)c2ccccc21 do in these assays?
KAT2A inh: -12%; DT40 TDP1 CPT: 23µM*

Results for CCOCC(=O)Nc1cc(C(=O)Nc2ccccc2)ccc1Cl ?
FEN1 inh: 4%; KAT2A inh: -8%; DT40 TDP1 CPT: -20%

How did Cc1cc(-c2n[nH]c(=S)n2/N=C/C(Br)=C/c2ccccc2)n[nH]1 do in these assays?
FEN1 inh: -10%; KAT2A inh: -8%; DT40 TDP1 CPT: 1.6µM*

What do the screens show for `O=C(O)CCC(=O)NC1CCCCCCC1`?
FEN1 inh: 7%; KAT2A inh: -6%; DT40 TDP1 CPT: 3%

What do the screens show for `Cc1cccc(Cn2c(COc3ccc(Cl)cc3)nc3ccccc32)c1`?
FEN1 inh: 11%; KAT2A inh: -12%; DT40 TDP1 CPT: 23µM*

What do the screens show for `COc1cccc(C2N(c3ccc(Cl)cc3)C(=O)C3CCCN32)c1` (stereo not given)?
FEN1 inh: -16%; KAT2A inh: 0%; DT40 TDP1 CPT: 1%

How did Cc1ccc(C(=O)NCCC2=CCCCC2)cc1S(=O)(=O)N1CCOCC1 do in these assays?
FEN1 inh: 2%; KAT2A inh: -3%; DT40 TDP1 CPT: inconclusive

Results for O=C(Nc1ccccc1)Nc1ccccc1C(=O)NCc1ccco1 ?
FEN1 inh: -16%; KAT2A inh: -3%; DT40 TDP1 CPT: -6%

Ordered by length of the SMILES (smallest number first): some entries from above
How did Cc1ccc(C(=O)NCCC2=CCCCC2)cc1S(=O)(=O)N1CCOCC1 do in these assays?
FEN1 inh: 2%; KAT2A inh: -3%; DT40 TDP1 CPT: inconclusive

Results for CCCCN(CC)c1ncnc2c1sc1nc(N3CCOCC3)c3c(c12)CCCC3 ?
FEN1 inh: -5%; KAT2A inh: -9%; DT40 TDP1 CPT: 2%

How did Cc1cc(-c2n[nH]c(=S)n2/N=C/C(Br)=C/c2ccccc2)n[nH]1 do in these assays?
FEN1 inh: -10%; KAT2A inh: -8%; DT40 TDP1 CPT: 1.6µM*

Going on with the list.
What do the screens show for `COC(=O)COc1cccc(NC(=O)C(c2ccccc2)c2ccccc2)c1`?
FEN1 inh: -1%; KAT2A inh: -2%; DT40 TDP1 CPT: -7%

How did COc1ccc(C2NC(c3ccc(OC)cc3)C(C)C(=O)C2C)cc1 (stereo not given) do in these assays?
FEN1 inh: -21%; KAT2A inh: -1%; DT40 TDP1 CPT: -21%

What do the screens show for `Cc1cccc(N(CC(=O)N2CCN(C)CC2)S(=O)(=O)c2ccccc2)c1`?
FEN1 inh: 5%; KAT2A inh: inconclusive; DT40 TDP1 CPT: -4%

What do the screens show for `Cc1cccc(C(=O)N2c3ccccc3C(=O)OC2c2ccc3c(c2)OCO3)c1` (stereo not given)?
FEN1 inh: 3%; KAT2A inh: -21%; DT40 TDP1 CPT: -15%

How did COc1cccc(/C=N/c2nc3ccccc3[nH]2)c1O do in these assays?
FEN1 inh: -16%; KAT2A inh: -7%; DT40 TDP1 CPT: -5%

Results for COc1cc(Br)c(-c2sc(Nc3ccccc3)n[n+]2-c2ccc(F)cc2)cc1OC ?
FEN1 inh: -12%; KAT2A inh: 1%; DT40 TDP1 CPT: -1%

Results for C/C(CC(=O)Nc1ccccn1)=N\NC(=O)c1cnccn1 ?
FEN1 inh: 3%; KAT2A inh: 1%; DT40 TDP1 CPT: -2%

What do the screens show for `CC1CCN(CCCNC(=O)c2ccc(CS(=O)(=O)Cc3ccc(Cl)cc3)o2)CC1`?
FEN1 inh: 12%; KAT2A inh: -22%; DT40 TDP1 CPT: -13%

What do the screens show for `CCOC(=O)COc1ccc(S(=O)(=O)N2CCN(c3ccc(F)cc3)CC2)cc1`?
FEN1 inh: -1%; KAT2A inh: -13%; DT40 TDP1 CPT: 7%

What do the screens show for `COc1cc([N+](=O)[O-])ccc1Nc1nc(C)cc(C)n1`?
FEN1 inh: -2%; KAT2A inh: -1%; DT40 TDP1 CPT: 20%

Results for Cc1cc(C)c(S(=O)(=O)c2ccccc2)c(OC(=O)c2ccc(Cl)cc2Cl)n1 ?
FEN1 inh: 7%; KAT2A inh: 0%; DT40 TDP1 CPT: -19%

Results for Cc1nc(-c2ccccc2)sc1C(=O)/C=C/N(C)C ?
FEN1 inh: -14%; KAT2A inh: -13%; DT40 TDP1 CPT: 23µM*

Results for O=C(NCC(c1ccc(F)cc1)N1CCOCC1)c1ccc(OCc2ccccc2)cc1 (stereo not given) ?
FEN1 inh: 0%; KAT2A inh: -10%; DT40 TDP1 CPT: 18µM*

What do the screens show for `O=C(c1ccccc1Cl)N1CCCC(c2nc3c(nnn3Cc3ccc(F)cc3F)c(=O)[nH]2)C1` (stereo not given)?
FEN1 inh: inconclusive; KAT2A inh: -8%; DT40 TDP1 CPT: inconclusive

Results for CN(C)C(=S)SCC(=O)Nc1cccc(C(F)(F)F)c1 ?
FEN1 inh: 0%; KAT2A inh: 4%; DT40 TDP1 CPT: 4%

Results for Cc1ccc(CSc2nc3c(c(=O)[nH]2)C(c2ccncc2)C2=C(CCCC2=O)N3)cc1 (stereo not given) ?
FEN1 inh: -1%; KAT2A inh: inconclusive; DT40 TDP1 CPT: -4%

How did CCc1nc2ccccc2c(C(=O)OCC(=O)NCCCN2CCCC2=O)c1C do in these assays?
FEN1 inh: -2%; KAT2A inh: 1%; DT40 TDP1 CPT: -7%

What do the screens show for `CCCOc1ccc(N2C(=O)CC(N(C(=O)c3ccco3)c3ccc(OCCC)cc3)C2=O)cc1` (stereo not given)?
FEN1 inh: 2%; KAT2A inh: -7%[0.501 µM]; DT40 TDP1 CPT: inconclusive

Results for COc1ccc(CC(=O)Nc2sccc2C#N)cc1S(=O)(=O)N1CCOCC1 ?
FEN1 inh: -1%; KAT2A inh: -1%; DT40 TDP1 CPT: -30%

How did COc1cc2c(cc1OC)CN(c1nc(CN3CCCCC3)nc3sc4c(c13)CCCC4)CC2 do in these assays?
FEN1 inh: -8%; KAT2A inh: 0%; DT40 TDP1 CPT: inconclusive

How did c1csc(CNc2nc(-c3cccs3)nc3ccccc23)c1 do in these assays?
FEN1 inh: -17%; KAT2A inh: -25%; DT40 TDP1 CPT: 0%

What do the screens show for `Cc1ccc(S(=O)(=O)c2nc(-c3ccc(F)cc3)oc2SCC(=O)NCC2CCCO2)cc1` (stereo not given)?
FEN1 inh: 3%; KAT2A inh: -3%; DT40 TDP1 CPT: -19%

How did CCc1ccc(NC(=O)c2ccc(CNS(=O)(=O)c3ccc4c(c3)C(C)(C)C(=O)N4C)cc2)cc1 do in these assays?
FEN1 inh: -3%; KAT2A inh: 0%; DT40 TDP1 CPT: inconclusive

How did Cc1cc(C)c2c(=O)cc(C(F)F)oc2c1 do in these assays?
FEN1 inh: 9%; KAT2A inh: -4%; DT40 TDP1 CPT: 2%

Results for Cc1cc(C(=O)O)c(CSCc2cc(C(=O)O)oc2C)o1 ?
FEN1 inh: -14%; KAT2A inh: 5%; DT40 TDP1 CPT: 0%

What do the screens show for `Oc1cc(CNC2CCCCC2)c(O)cc1CNC1CCCCC1`?
FEN1 inh: -7%; DT40 TDP1 CPT: 18µM*

What do the screens show for `Clc1ccccc1-c1nc(Nc2ccncc2)c2ccccc2n1`?
KAT2A inh: -30%; DT40 TDP1 CPT: inconclusive

How did COc1cc(C2NC(=S)NC(C)=C2C(=O)OC(C)C)ccc1OC(C)C (stereo not given) do in these assays?
FEN1 inh: 6%; KAT2A inh: -8%; DT40 TDP1 CPT: -22%

How did Cc1ccc(NC(=S)N2CCCC(c3ccccc3)=N2)cc1 do in these assays?
FEN1 inh: -1%; KAT2A inh: -7%; DT40 TDP1 CPT: 0%

Screening results from PubChem BioAssay.
